# TRHR enhancer – allosterically enhances the human TRH receptor. 360,000 compounds, 0.66% hits. AID 493056. TRHR cells, fluo-8 calcium fluorescence, EC20 TRH enhancement. enhancement, % at 2 µM; in the data active = enhancement above about 30%; note: 0% is about no effect
#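 Enhancer read-out: after compound pinning and an initial kinetic agonist-mode read, an EC20 of TRH (10 nM final) was injected and fluo-8 calcium signal (Ex 480/Em 530) followed at 1 s/cycle for 100 cycles in TRHR-expressing cells.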
# D2 antagonist – antagonizes the human D2 dopamine receptor; P14416; HEK293 TREx D2 cells, calcium flux, dopamine EC80; inhibition, % at 10 µM; 340,000 compounds, 2% hits; AID 485344; in the data active = inhibition above about 30%; note: 0% is about no effect
#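 Inhibition of EC80 dopamine-driven calcium flux, recorded kinetically, defines activity here; cells are a tetracycline-induced HEK293 T-REx line expressing force-coupled D2.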
# D1 ag – agonists of human D1 dopamine receptor | activation, % at 2 µM | AID 504660 | P21728 | 360,000 compounds, 1% hits | HEK293 T-REx D1 cells, calcium flux, agonist mode; note: 0% is about no effect
#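 Agonism was scored from calcium flux recorded over 180 s (1 read/s) after pintool compound addition, following a 10-cycle baseline. Cells were inducible force-coupled HEK293 TREx D1, plated overnight at 30 C and loaded with no-wash calcium dye.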
# D1 antag – blocks dopamine activation of the human D1 receptor; P21728; HEK293 TREx D1 cells, calcium flux, dopamine EC80; stronger effect = lower value; activity change, negative = inhibition, % at 10 µM; 360,000 compounds, 3.2% hits; AID 504652; in the data active = activity change below about -30%; note: % is set by controls: 0 for no effect and ±100 for the full control effect
#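 Tetracycline-induced HEK293 Trex D1 cells, force-coupled to calcium, dye-loaded; compounds added and read 180 s, then EC80 dopamine added and calcium flux tracked kinetically another 180 s.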
# TRHR ag – TRH receptor (human) agonism. P34981. TRHR cells, calcium flux fluo-8, FDSS agonist mode. activation, % at 2 µM. 360,000 compounds, 0.18% hits; note: 0% is about no effect
#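 Agonist-mode FDSS calcium read (Ex 480/Em 530, 1 s cycles) in 1536-well TRHR cells with fluo-8 dye, after 10-cycle baseline and 23 nL compound addition; TRH at EC20 (10 nM final) added afterwards for the enhancer phase.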
# D2 ag – agonists of human D2 dopamine receptor; AID 485358; P14416; HEK293 T-REx D2 cells, calcium flux agonist mode; 340,000 compounds, 0.53% hits; activation, % at 2 µM;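 active = activation over 3 SD above normal in the single-dose calcium agonist read, cut at about 30% in these data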; note: 0% is about no effect
#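 Calcium-flux readout, 1 cycle/sec over 180 s following compound pin transfer, in inducible HEK293 Trex D2 cells (force-coupled); dopamine controls included. Positive calcium responses during this window marked compounds as potential agonists.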
# D1 PAM – enhances dopamine response at the human D1 receptor | P21728 | potentiation, % at 10 µM | AID 504651 | 360,000 compounds, 0.036% hits | HEK293 TREx D1 cells, calcium flux, dopamine EC20 potentiation; in the data active = potentiation above about 30%; note: 0% is about no effect
# RXFP1 antagonist – antagonists of human relaxin receptor RXFP1. Q9HBX9. HEK293-RXFP1, relaxin-stimulated cAMP HTRF, 30 min; stronger effect = lower value. activity change, negative = inhibition, % at 57.5 µM. 350,000 compounds, 0.59% hits;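 active = activity change of -60% or lower, but not beyond a set lower limit; inconclusive = change between -60% and -40%, or beyond the set limit; inactive = change above -40%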; note: % is set by controls: 0 for no effect and ±100 for the full control effect
# Target sequence (Q9HBX9 whole entry, looked up): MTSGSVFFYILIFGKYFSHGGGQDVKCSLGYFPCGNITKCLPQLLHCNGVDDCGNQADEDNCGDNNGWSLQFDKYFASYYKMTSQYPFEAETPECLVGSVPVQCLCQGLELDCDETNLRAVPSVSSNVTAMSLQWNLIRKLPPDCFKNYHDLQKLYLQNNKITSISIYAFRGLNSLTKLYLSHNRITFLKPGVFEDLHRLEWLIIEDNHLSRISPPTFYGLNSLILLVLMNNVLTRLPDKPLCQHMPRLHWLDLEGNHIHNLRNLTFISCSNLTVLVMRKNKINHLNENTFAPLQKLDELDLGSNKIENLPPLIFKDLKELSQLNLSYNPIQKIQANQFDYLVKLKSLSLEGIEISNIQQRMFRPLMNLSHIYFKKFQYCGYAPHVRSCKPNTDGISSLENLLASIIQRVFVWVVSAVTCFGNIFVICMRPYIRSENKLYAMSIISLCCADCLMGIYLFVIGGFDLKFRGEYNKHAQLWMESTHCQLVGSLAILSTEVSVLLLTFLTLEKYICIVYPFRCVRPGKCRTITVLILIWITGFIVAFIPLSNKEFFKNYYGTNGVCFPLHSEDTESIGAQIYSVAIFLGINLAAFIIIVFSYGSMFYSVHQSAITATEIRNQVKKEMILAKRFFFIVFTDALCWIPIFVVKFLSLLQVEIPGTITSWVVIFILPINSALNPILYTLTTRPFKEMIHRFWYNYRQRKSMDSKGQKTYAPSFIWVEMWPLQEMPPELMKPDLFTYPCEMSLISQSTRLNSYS
# D2 PAM – positively modulates the human D2 dopamine receptor allosterically | P14416 | HEK293 T-REx D2, calcium flux, EC20 dopamine potentiation | potentiation, % at 10 µM | 340,000 compounds, 0.34% hits;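 active = potentiation over 3 SD above the plate norm, cut at about 30% in these data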; note: 0% is about no effect
#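 Potentiation of an EC20 dopamine calcium response measured kinetically over 180 s, after a preceding 180 s compound-only read flagging agonists. Cells: inducible Hek293 Trex D2 line, 4000/well, cultured overnight at 30 C before dye loading.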
# * = called active by the depositor; ? = inconclusive; . = no result given; & = joins results of further samples. Cut-off read from the data, not from the text of the source, unless noted: active = activation above about 30%; inactive = the rest.
no.	structure	TRHR ag	D2 ag	D2 PAM	D2 antagonist	RXFP1 antagonist	D1 PAM	D1 ag	D1 antag	TRHR enhancer
1	Cc1ccsc1CNCC(O)c1ccccc1 (centres undefined)	0.7	1.0	-1	-9	10	4	20	-11	-1
2	Cc1noc(/C=C/c2ccco2)c1S(=O)(=O)N1CCC(C(=O)N2CCc3ccccc32)CC1	1.0	-2.0	4	22	-26	0	4	9	-3
3	CCOC(=O)c1sc(NC(=O)c2sc(C)nc2C)nc1C	0.5	0.1	7	24	-24	-1	0	-2	1
4	Cn1c(N)c(C(=O)COC(=O)Cc2ccsc2)c(=O)n(C)c1=O	-0.7	0.5	4	-5	-1	-5	7	14	-2
5	CCC(OC(=O)C1=Cc2ccccc2OC1)C(=O)NC1CCCC1 (centres undefined)	-0.6	0.8	3	-2	5	-10	2	3	3
6	COc1ccccc1-n1c(SCC(=O)N2CCOCC2)nc(O)c(Cc2ccccc2)c1=O	-0.2	0.5	1	-9	-10	-2	0	13	-3
7	CCCC[C@H]1COCCS(=O)(=O)N1Cc1cccc(Cl)c1	-0.2	-0.5	-13	0	.	-24	3	-2	1
8	CCn1c(SCc2ccc(Cl)c(Cl)c2)nnc1C(C)NC(=O)c1ccc(OC)cc1 (centres undefined)	-0.7	-0.7	4	24	-5	-7	-1	7	-5
9	COc1ccc(NC(=O)NC2CCCCC2C)cc1 (centres undefined)	-0.7	0.4	0	9	-1	2	2	-5	-1
10	COc1ccc2occ(C(=O)c3ccc(N=C(C)N(C)C)cc3)c2c1	0.1	-0.2	-9	-1	-16	-6	7	-2	11
11	CCOc1ccccc1N1CCN(Cc2c(C)n(C)n(-c3ccccc3)c2=O)CC1	-0.1	31*	-25	85*	-3	-3	1	-3	9
12	Cc1ccc2[nH]c(C(=O)N/N=C/c3ccccc3C(=O)O)c(-c3ccccc3)c2c1	-1.5	-1.0	-1	0	-6	-1	3	7	0
13	COC(=O)C1CCN(C(=O)COc2cc3sc(C)nc3c3sccc23)CC1	-0.4	-0.4	-8	18	12	-4	1	3	-5
14	Cc1ccc2oc(-c3cccc(NC(=O)c4ccc(N5CCC(C)CC5)c([N+](=O)[O-])c4)c3)nc2c1	-2.7	-1.2	10	.	-18	-2	0	-3	3
15	Cc1ccc(C(=O)Cn2c(=N)n(N)c3ccccc32)cc1	0.3	0.4	-4	-12	1	2	4	2	5
16	COc1ccc(OCC(=O)NCCC2=CCCCC2)c([N+](=O)[O-])c1	-0.6	0.1	0	-27	3	-4	-4	2	-2
17	COc1cccc(NC(=O)CN2CCN(c3ccccc3F)CC2)c1	0.1	13	-22	-17	-7	1	1	0	2
18	Cc1cc(NCCCn2ccnc2)n2nc(-c3ccc(Cl)cc3)cc2n1	-0.8	-1.1	4	28	-1	0	1	2	6
19	CCn1c(SCc2ccc(F)cc2Cl)nc(=O)c2c(C(=O)OC)cc(C3CC3)nc21	-0.2	1.2	-3	.	-84*	7	3	4	7
20	Cc1cccc(NC(=O)CSc2cn(CC(=O)N3CCCC3)c3ccccc23)c1C	0.2	0.0	3	.	-8	-2	4	6	-10
21	COC(=O)CNC(=O)C1CCCN1C(=O)OC(C)(C)C (centres undefined)	-2.6	0.5	7	-9	-4	2	6	6	2
22	Cc1c(C)c2ccc(OCC(=O)N(C)C3CCS(=O)(=O)C3)c(C)c2oc1=O (centres undefined)	0.8	0.3	2	-17	6	5	5	-15	1
23	CN1CC(=O)N(CC(=O)NCc2ccc(F)cc2)c2ccccc2C1=O	0.3	3.2	27	-1	-5	-2	3	-10	2
24	O=C(NCc1cn(-c2ccccc2)nc1-c1ccc(F)cc1)c1cccc([N+](=O)[O-])c1	0.9	-0.4	-6	-3	?	1	6	-29	-9
25	COC(=O)c1ccsc1NS(=O)(=O)c1ccccc1	2.3	0.4	-6	-16	-6	6	5	-3	5
26	O=C(Nc1ccccn1)c1cc(-c2ccc(Cl)s2)nc2ccccc12	1.1	-0.1	0	0	-13	-2	4	11	-1
27	Cc1ccccc1Cn1c(=O)n(CC2CCC(C(=O)NCCc3ccccc3)CC2)c(=O)c2ccccc21 (centres undefined)	-0.4	0.1	12	-9	5	-1	2	-1	-2
28	CCc1ccc(OCC(=O)NCCOc2ccccc2)cc1	-0.5	-0.5	-3	-1	13	-3	-1	-14	0
29	CCc1ccc(NC(=O)CC2C(=O)N(c3cccc(C)c3)C(=O)N2Cc2cccs2)cc1 (centres undefined)	0.6	-0.1	-5	.	11	-3	3	-38*	0
30	CCOc1ccccc1N(C)C(=O)c1nn(-c2ccc(OC)cc2OC)c(=O)c2ccccc12	-0.3	0.2	.	26	-5	-1	1	0	-3

# The last 3 entries of the section before come first, to join the parts.
no.	structure	TRHR ag	D2 ag	D2 PAM	D2 antagonist	RXFP1 antagonist	D1 PAM	D1 ag	D1 antag	TRHR enhancer
28	CCc1ccc(OCC(=O)NCCOc2ccccc2)cc1	-0.5	-0.5	-3	-1	13	-3	-1	-14	0
29	CCc1ccc(NC(=O)CC2C(=O)N(c3cccc(C)c3)C(=O)N2Cc2cccs2)cc1 (centres undefined)	0.6	-0.1	-5	.	11	-3	3	-38*	0
30	CCOc1ccccc1N(C)C(=O)c1nn(-c2ccc(OC)cc2OC)c(=O)c2ccccc12	-0.3	0.2	.	26	-5	-1	1	0	-3
31	O=S(=O)(Nc1ccc(O)c(Sc2nc3ccccc3s2)c1)c1cccc2ccccc12	-1.0	-1.8	9	1	-16	-3	2	-13	1
32	Cc1nnc(NC(=O)c2ccc(S(=O)(=O)N3CCCCCC3)cc2)o1	0.4	0.2	10	0	-1	-4	1	9	6
33	CC(C)c1ccc(N(CC(=O)NCc2ccco2)C(=O)CCC(=O)Nc2ccccn2)cc1	-0.2	0.1	-9	3	-3	-2	-3	23	39*
34	O=C(NC1CCCC1)c1ccc(CS(=O)(=O)Cc2ccccc2Cl)o1	0.0	0.7	13	-10	10	-4	4	-5	-2
35	CCOC(=O)C1=C(CN2CCN(c3cc(C)ccc3C)CC2)NC(=O)NC1c1ccccc1 (centres undefined)	0.7	-0.3	13	.	.	2	2	8	15
36	O=[N+]([O-])c1ccc(Cl)c(NC2=NCCCCC2)c1	0.2	0.6	2	12	0	-4	2	5	17
37	CCN(CC)C(=O)CSc1nnc(-c2c[nH]c3ccccc23)o1	-0.1	0.1	-4	-5	14	7	6	2	-2
38	CCOc1ccc(-n2c(C)nc3cc(C(=O)NC4CCCC4)ccc32)cc1	-0.5	0.2	5	.	-12	-4	0	0	3
39	NS(=O)(=O)c1ccc(N/N=C/c2cn(-c3ccccc3)nc2-c2ccccc2)c([N+](=O)[O-])c1	-0.4	.	.	.	-5	5	2	-3	-3
40	C#CC(C)(CC)NC(=O)Cn1nnc(-c2ccc(OCc3c(F)cccc3Cl)cc2)n1 (centres undefined)	2.9	0.1	12	.	-6	-4	4	-7	2
41	O=C(C(=O)N1CCN(c2ccc(F)cc2)CC1)c1cn(CC(=O)N2CCOCC2)c2ccccc12	0.1	1.5	-3	-3	24	8	0	-2	8
42	Cc1cc(C)cc(C(=O)/C=C2\NC(=O)CS2)c1	-0.8	-0.5	-3	1	-3	-3	4	2	-2
43	COc1ccc2oc(=O)c(-c3nnc(NCc4ccco4)s3)cc2c1	3.8	0.8	0	12	8	5	28	5	-3
44	COc1ccc(Oc2nc3c(c(=O)n(C)c(=O)n3C)n2Cc2cccc(OC)c2)cc1	-2.1	-0.5	18	-5	0	-4	1	4	-1
45	CC(C)OCCCNc1ncc2c(n1)CC(c1ccc(N(C)C)cc1)CC2=O (centres undefined)	-0.1	1.9	7	-13	-6	-2	1	-14	0
46	CCOc1ccccc1OCCC(=O)OCC(=O)Nc1c(C)nn(-c2ccccc2)c1C	0.1	-0.4	-5	-10	2	5	1	-3	1
47	CCN1CCSc2ccc(C(=O)NCc3ccc(OC(C)C)cc3)cc21	-0.2&-0.5	1.8&-0.6	-14&-4	60*	0&0	-10&-4	4&2	-16&-7	-11&-5
48	CCOC(=O)c1[nH]c(C)c(/C(O)=C2\C(=O)C(=O)N(CCCN(C)C)C2c2cccnc2)c1C (centres undefined)	0.3	-0.2	-11	-28	-8	-4	1	-8	0
49	CCCCC1CC(/C(C)=N/NC(N)=O)OC1=O (centres undefined)	0.1	0.7	-5	-9	6	2	2	-5	-5
50	Cc1ccc(NS(=O)(=O)c2ccc(-c3ccc(=O)[nH]n3)o2)cc1Cl	0.6	-1.0	-7	-3	12	-3	1	-1	24
51	O=C(c1ccccc1)N1CCN2C(=O)c3ccccc3C12c1ccc(Cl)cc1 (centres undefined)	-0.5	-0.5	-6	-3	-8	-2	2	6	0
52	COc1ccc(Cl)cc1NC(=O)CCN1CCN(Cc2ccccc2)CC1	-0.4	8.3	-15	6	3	-6	4	6	1
53	Cc1ccc(S(=O)(=O)NC(C)C(=O)Nc2ccc(C(N)=O)cc2)cc1 (centres undefined)	0.3	-0.1	8	-14	-2	19	5	8	1
54	Cc1[nH]c2ccccc2c1C(=O)Cn1c(=O)oc2ccccc21	0.7	.	-1	.	-2	-2	11	-7	-3
55	O=C(CN1C(=O)NC2(CCCCCC2)C1=O)c1ccc(Cl)cc1	0.4	0.1	22	27	-2	-3	5	-11	10
56	COCc1cc(=O)n2[nH]c(C)c(-c3ccccc3)c2n1	-1.2	-1.4	-17	14	-25	1	2	22	2
57	COc1ccccc1C(CNC(=O)C1CC(=O)N(Cc2ccccc2)C1)N1CCCC1 (centres undefined)	0.5	0.2	-1	29	3	-3	2	14	2
58	COC1CCCCC1NS(=O)(=O)c1ccc(Cl)cc1 (centres undefined)	-0.7	-1.5	-6	31*	.	.	4	8	3
59	O=S(=O)(c1cccc(C(F)(F)F)c1)N(CCCN1CCOCC1)Cc1cccs1	0.4&0.2	0.0	-17	11	0&-7	-9&1	7&-3	-15&2	3&2
60	O=C1COc2ccc(C(=O)c3ccccc3C(=O)O)cc2N1	0.3	-3.9	-5	-7	-12	3	4	-1	-2

# Further records follow.
no.	structure	TRHR ag	D2 ag	D2 PAM	D2 antagonist	RXFP1 antagonist	D1 PAM	D1 ag	D1 antag	TRHR enhancer
61	O=C(CCC(=O)NC1CCN(Cc2ccccc2)CC1)NCc1ccco1	0.0	0.1	-1	17	9	-3	0	-13	-8
62	COC(=O)c1ccc(OC(=O)c2cccnc2)cc1	0.4	.	4	.	31	-3	4	-1	0
63	COc1ccc(CN(CC(=O)NCC2CCCO2)C(=O)CCC(=O)Nc2cc(C)ccn2)cc1 (centres undefined)	0.2	0.0	-3	-1	6	-4	2	0	0
64	C/C(=N\NC(=O)c1ccc(Br)o1)c1cc2c(cc1NC(=O)CCC(=O)O)OCO2	0.5	-0.5	15	12	-3	-1	0	6	17
65	Cc1ccc(OCc2ccc(C(=O)NCC3CCCO3)cc2)cc1 (centres undefined)	-1.9	-1.8	-7	22	-3	-8	3	-7	-14

# Along the list, as entered above.
# Compounds 61 to 65 in D2 antagonist, in turn: 17, ., -1, 12, 22

# Source: PubChem BioAssay (National Center for Advancing Translational Sciences (NCATS))

# The order is random. About 7.1% of those tested had a hit in this group.
